Screening results: PubChem, The Scripps Research Institute Molecular Screening Center
OXTR potentiator – potentiators of human oxytocin receptor. P30559. CHO-OTR cells, Fluo-8 calcium fluorescence, potentiator mode; 0% = oxytocin EC15, 100% = EC100. activation, % at 3 µM. 320,000 tested, 0.061% active. AID 2445;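 active = activation above that plate's cutoff, the mean activation of tested compounds plus 3 SD, cut at about 6.6% in these data, passing the limit was not always enough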;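 note: 100% uses oxytocin at 75 nM as the full agonist control; some results filed as inactive read as strong as hits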
Target sequence (P30559 whole entry, looked up): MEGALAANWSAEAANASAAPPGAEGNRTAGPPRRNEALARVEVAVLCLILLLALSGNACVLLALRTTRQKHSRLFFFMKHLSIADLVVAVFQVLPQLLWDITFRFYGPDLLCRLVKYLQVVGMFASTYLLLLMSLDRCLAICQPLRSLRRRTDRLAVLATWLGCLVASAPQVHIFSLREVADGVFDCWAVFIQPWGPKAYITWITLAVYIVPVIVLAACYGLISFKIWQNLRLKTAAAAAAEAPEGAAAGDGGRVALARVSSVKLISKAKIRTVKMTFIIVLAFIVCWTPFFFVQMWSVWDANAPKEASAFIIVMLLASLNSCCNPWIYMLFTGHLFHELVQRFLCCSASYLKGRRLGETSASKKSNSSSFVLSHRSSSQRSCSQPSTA
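Assay system: CHO cell line stably expressing human OTR. Reagent: EC15 oxytocin agonist. Dosing: single dose, 3.0 µM nominal final compound concentration. Timing: compound 6 min at room temperature before oxytocin, 100 s read. Signal: kinetic Fluo-8 calcium fluorescence. Controls: oxytocin EC15 low and EC100 high.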
CHO parental Ca – counter-screen for OX1R antagonists: effect in parental CHO cells; inhibition, % at 5.6 µM; 330,000 tested, 0.63% active; AID 463079; parental CHO-K1, ATP-induced calcium, Fluo-8 fluorescence;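 active = inhibition above that plate's mean sample inhibition plus 3 SD, cut at about 26% in these data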;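 note: 0% = ATP-challenged DMSO wells and 100% = DMSO wells without ATP; some compounds past the cut are filed as inactive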
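Material: parental CHO cells / Compound: single nominal dose of 5.6 µM per compound / Signal: Fluo-8 fluorescence / Replicates: singlicate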
The depositor's hits bear a star. An excerpt; count on the stated rates, not on these rows.

Structure	OXTR potentiator	CHO parental Ca
CC(=O)C1=C(C)NC(SCC(=O)c2ccccc2)=C(C#N)C1c1ccco1 (centres undefined)	-5	4
N#C/C(C(N)=O)=c1/ccc2c(c1)N1C3=C(CCCC3)CC3CCCCC31N=2 (centres undefined)	-8	6
COC(=O)[C@H](Cc1ccccc1)NC(=O)O[C@H]1C(=O)c2ccc(OC)cc2O[C@@H]1c1ccc2c(c1)OCO2	-9	-4
c1ccc(C2=Nc3ccccc3SC2c2nc3ccccc3[nH]2)cc1 (centres undefined)	-2	-21
O=c1cc(CO)oc(C(Nc2ccccn2)c2ccsc2)c1O (centres undefined)	-5	-2
CC(CCc1ccccc1)NC(=O)CCCCCNc1nc(=S)[nH]c2ccccc12 (centres undefined)	-16	0
CCOc1ccc(C2C(C(=O)C3CC3)N3C=C(C#N)C=CC3C2(C#N)C#N)cc1 (centres undefined)	-16	-7
CSc1nc(-c2ccco2)nn1S(=O)(=O)c1ccccc1	-18	-5
COc1cc(OC)c(/C=C2\C(=O)Nc3ccccc32)c(OC)c1	-10	-8
Cc1ccn2c(C(=O)N/N=C/c3ccc(CNC(=O)C(=O)Nc4ccc(C)c(C)c4)o3)c(C)nc2c1	-8	-22
Cc1ccc2nc3c(cc(C(=O)NC4CCCC4)c(=N)n3CCCn3ccnc3)c(=O)n2c1	2	-7
Cc1onc(-c2c(Cl)cccc2Cl)c1C(=O)n1nnc2ccccc21	-1	13
COC(=O)c1ccc(NCC(=O)N2CCCCCC2)cc1	-10	0
CS(=O)(=O)Nc1ccc(C(=O)Nc2ccc3c(c2)OCCO3)cc1	-5	4
CC(C)C[C@@H]1NC(=O)[C@H](C(C)C)NC(=O)c2cc([N+](=O)[O-])cc(I)c2NCC[C@@H](C(N)=O)NC1=O	-10	-12
Nc1nc2c(ncn2CCC(CO)CO)c(=O)[nH]1	8	1
CCc1nc2c(c(=O)c3ccccc3n2C)c(=O)n1CCc1ccc(OC)cc1	-10	-24
Cc1nc(NC(=O)c2cccc(Cl)c2)sc1-c1csc(Nc2cccc(Cl)c2)n1	-10	-11
COC(=O)c1ccc(S(=O)(=O)c2ccc(C(=O)OC)s2)s1	2	-5
C=CCn1c(=N)c(C(=O)OCC)cc2c(=O)n3cccc(C)c3nc21	-6	-9
O=C1NC(Cc2ccc(O)cc2)c2nc3ccc(Cl)cc3c(=O)n2-c2cc(Cl)ccc21 (centres undefined)	-3	-9
COc1ccc(/C=C2\C(=O)ON=C2c2cccc([N+](=O)[O-])c2)cc1	6	-4
COc1ccc(OCc2cc(C(=O)O)c(C)o2)cc1	-7	0
CCCn1c(N/N=C(C)\C=C\c2ccccc2)nc2c1c(=O)[nH]c(=O)n2C	3	15
COc1cccc2cc(-c3ccnc(=S)[nH]3)oc12	-1	-11
O=C(Oc1cccc2cccnc12)c1cccc(N2C(=O)C3C4CCC(C4)C3C2=O)c1 (centres undefined)	-5	5
O=C1N=C(N2CCCC2)S/C1=C\c1cn[nH]c1-c1ccccc1	-1	-9
O=c1cc(-c2c(F)c(F)c(F)c(F)c2F)oc2c(F)c(F)c(F)c(F)c12	19*	68*
O=C(O)c1ccc2c3n(nc2c1)-c1ccc(Cl)cc1CO3	-12	9
O=c1c2c3c(sc2nc(N2CCNCC2)n1-c1cccc(Cl)c1)CCCCC3	-5	-18
O=c1c2ccccc2c(C=NC2CCN(Cc3ccccc3)CC2)c(O)n1Cc1ccc2c(c1)OCO2	-2	-20
CC(=O)Nc1nccc(-c2cc(-c3ccccc3)no2)n1	4	-5
Cc1c(NC(=O)COc2ccc3ccccc3c2)c(=O)n(-c2ccccc2)n1C	2	-27
CC1CCCCC1NC(=O)/C(C#N)=C/c1ccc2c(c1)OCCO2 (centres undefined)	-2	-34
COc1ccccc1-c1nnc(NC(=O)c2ccc(S(=O)(=O)N(C)Cc3ccccc3)cc2)o1	-7	-14
C=C(C)CN1C(=O)C(=O)N(CC(=C)C)C1=O	1	-2

Among those listed so far, these contain a halogen:
Structure	OXTR potentiator	CHO parental Ca
Cc1onc(-c2c(Cl)cccc2Cl)c1C(=O)n1nnc2ccccc21	-1	13
CC(C)C[C@@H]1NC(=O)[C@H](C(C)C)NC(=O)c2cc([N+](=O)[O-])cc(I)c2NCC[C@@H](C(N)=O)NC1=O	-10	-12
Cc1nc(NC(=O)c2cccc(Cl)c2)sc1-c1csc(Nc2cccc(Cl)c2)n1	-10	-11
O=C1NC(Cc2ccc(O)cc2)c2nc3ccc(Cl)cc3c(=O)n2-c2cc(Cl)ccc21 (centres undefined)	-3	-9
O=c1cc(-c2c(F)c(F)c(F)c(F)c2F)oc2c(F)c(F)c(F)c(F)c12	19*	68*
O=C(O)c1ccc2c3n(nc2c1)-c1ccc(Cl)cc1CO3	-12	9
O=c1c2c3c(sc2nc(N2CCNCC2)n1-c1cccc(Cl)c1)CCCCC3	-5	-18

(continued)
Structure	OXTR potentiator	CHO parental Ca
Cc1ccc(C2C(C#N)=C(N)SC(N)=C2C#N)o1	-8	0
C#CCOCCOCCOCCNc1nc(N2CCN(C(=O)[C@H](CCCCN)n3cc([C@@H](N)C(C)CC)nn3)CC2)nc(N2CCN(C(=O)[C@H](CCCCN)n3cc([C@@H](N)CO)nn3)CC2)n1 (some centres undefined)	-6	-12
O=C(NCCC1=CCCCC1)C1CCN(S(=O)(=O)c2cccc3nonc23)CC1	0	-1
O=C(NC(=S)Nc1ccc(CN2CCOCC2)cc1)c1ccc(-c2ccc(Cl)cc2)o1	2	9
O=[N+]([O-])c1ccc(C2Oc3ccccc3C3CC(c4ccccc4)=NN32)s1 (centres undefined)	-7	-9
Cc1ccc(S(=O)(=O)CCC(=O)Nc2ccc(S(=O)(=O)N(C)C)cc2)cc1	-18	-3
CCn1c(SCC(=O)N2CCOCC2)nc2oc3c(Cl)cc(Cl)cc3c(=O)c2c1=O	-7	-3
CCCC(=O)Nc1cc(-c2nnc(OC)c3ccccc23)ccc1N1CCCCC1	-2	-13
O=C1CC(c2ccccc2Br)c2cc3c(cc2N1)CCC3 (centres undefined)	-5	-3
CC(=O)c1sc(-c2ccccn2)nc1C	-2	-1
CC(C)C(NC(N)=O)C(=O)NC1CCCCC1 (centres undefined)	-12	8
CCCOC(=O)c1ccc(Cl)c(NC(=O)c2cccnc2)c1	-29	-21
COc1cc(OC)cc(-c2cc3nc(C)cc(N4CCN(C(=O)c5ccco5)CC4)n3n2)c1	-1	-27
COc1ccc2c(c1)c1nc3n(c(=O)c1n2CC(=O)Nc1cc(C)[nH]n1)CCS3	1	-9
COc1cc(/C=C2\C(=O)ON=C2c2ccc(Cl)cc2)ccc1O	-2	1
CCOC(=O)CCc1c(C)c2ccc(OCc3cc([N+](=O)[O-])ccc3OC)c(C)c2oc1=O	-7	-11
CC(=O)Nc1ccc(NC(=O)Cn2cnc3c(cnn3C(C)(C)C)c2=O)cc1	-12	-15
CC(Oc1ccc(Br)cc1Br)C(=O)NC1CCCC1 (centres undefined)	-14	-24
COC(=O)C1=NN(C(=O)c2ccc(C)cc2)C(O)(c2ccc(Cl)cc2)C1 (centres undefined)	-6	8
CC(C)CC1NC(=O)c2ccc(Cl)cc2-n2c1nc1cc(F)ccc1c2=O (centres undefined)	-2	-20
O=C1NC(Cc2ccccc2)c2nc3ccc(Cl)cc3c(=O)n2-c2ccc(Cl)cc21 (centres undefined)	-5	-32
COCCn1c(SCC(=O)Nc2ccc(OC)cc2)nc2c(oc3ccccc32)c1=O	-8	0
CC(C)CNC(=O)c1ccc(Cl)c(NC(=O)COc2ccccc2)c1	-10	-21
CCOC(=O)c1cnn(-c2ncnc3c2cnn3Cc2ccccc2)c1N	-11	-12
Nc1ccc(N2CCCCCC2)cc1	-4	-4
CN1CCN(C2=Nc3cc(F)ccc3Cc3ccccc32)CC1	2	-19
Cc1csc(NC(=O)c2ccc(C)c(S(=O)(=O)N3CCOCC3)c2)n1	-2	-3
CC1(C(=O)CSc2n[nH]c(-c3ccccc3Cl)n2)CCC(=O)O1 (centres undefined)	-3	-8
COC(=O)[C@@]1(Cc2ccc(OC)cc2)[C@H]2c3cc(C(=O)N(C)C)n(Cc4ccc(OC(F)(F)F)cc4)c3C[C@H]2CN1C(=O)c1ccccc1	-5	-18
CCn1c2ccccc2n2c(=O)c(=O)n(CC(=O)N3CCN(c4ccccc4OC)CC3)nc12	-7	-6
CC(C)Cn1c(N)c(C(=O)COC(=O)c2cc(C(F)(F)F)nc3ccccc23)c(=O)n(C)c1=O	-3	-18
CCOC(=O)C1=C(C)Nc2nnnn2C1c1c[nH]c2ccccc12 (centres undefined)	-8	-12
O=C1[C@H]2[C@H](C=CC[C@H]2C(=O)N2CCOCC2)CCN1Cc1ccc(Cl)c(Cl)c1	-2	-16
Cc1ccc2nc(SCc3cn4c(C)cc(C)nc4n3)[nH]c2c1	-9	-3
CC(C)N(C(=O)Cn1c(SCC(=O)N2CCN(c3ccccc3)CC2)nc2ccccc21)C(C)C	-7	-1
Cc1csc2ncc(C(=O)NCc3ccc4c(c3)OCO4)c(=O)n12	-7	-11
Clc1ccc(Cn2ncc3c(NCc4ccco4)ncnc32)c(Cl)c1	-19	2
Cc1ccc(CN2C(=O)C3CCCN3c3ccc(S(=O)(=O)N4CCOCC4)cc32)cc1 (centres undefined)	-9	-11
Cc1ccc(-c2csc(NC(=O)COC(=O)c3cccc(S(=O)(=O)N4CCOCC4)c3)n2)cc1	-11	-7
CCN1CCN(C(=O)N[C@@H](C(=O)N[C@@H]2C(=O)N3[C@@H]2SC(C)(C)[C@@H]3C(=O)O)c2ccccc2)C(=O)C1=O	-10	-3
COC(=O)C/C=C/[C@@H](C)[C@@H](/C=N/OC[C@H]1O[C@H](c2ccccc2)C=C[C@@H]1Oc1ccc(OC)cc1)OC	-8	-21
COC(=O)c1[nH]c2ccc(Cl)cc2c1NC(=O)CN1CCC(C(N)=O)CC1	-7	-10
Cc1cc(=O)n(C)c(=O)n1CCCCCCOc1ccc([N+](=O)[O-])cc1	-3	-4
O=C(Nc1nc2ccc(F)cc2s1)c1ccccn1	-8	24
Nc1nc2ccc(Cl)cc2c2nc(-c3ccco3)nn12	9	-23
Cc1ccc2c(c1)N/C(=C(\C=C(/Cl)[N+](=O)[O-])[N+](=O)[O-])N2	-3	-17
CS(=O)(=O)c1sc(C(=O)NC(=S)Nc2ccc(OC(F)(F)F)cc2)c2c1C=CCC2	3	-24
CC(C)Cn1c(N)c(C(=O)CSc2nc3ccccc3c(=O)n2CCCN2CCOCC2)c(=O)n(C)c1=O	-6	-16
Cc1cc(Cl)ccc1OCC(O)CN1C(C)CCCC1C (centres undefined)	-7	-20
O=C(Cn1nnc2ccccc2c1=O)NCCc1ccc(F)cc1	-4	5
CC(C)Cn1c(-c2ccco2)nc2c(c(=O)c3ccccc3n2C)c1=O	-3	-21
CNC(C)C#Cc1ccc2sc3cc(OC)c(OC)cc3c(=O)c2c1 (centres undefined)	-6	-13
CC(OC(=O)c1ccc2ncsc2c1)C(=O)NCc1ccccc1 (centres undefined)	4	-5
Cc1nn2c(=O)nc3sc4c(c3c2[nH]c1=O)CCCC4	-6	12
CN(C)c1ccc(/C=C/c2cc[n+]([O-])cc2)cc1	-7	10
N#Cc1ccc(OCC(=O)n2cc(C(=O)c3cc(Cl)cc(Cl)c3O)cn2)cc1	-3	-2
O=C1Nc2ccc(C(F)(F)F)cc2N2CCCC12 (centres undefined)	-10	-17
Cc1ccc(NC(=O)COc2ccccc2C(=O)NCCN(C)C)cc1	-18	3
Cc1ccc(-c2nnc(SCC(=O)NNC(=O)COc3cccc4ccccc34)n2C)cc1	-2	-10
C#CCOCCOCCOCCNc1nc(N2CCN(C(=O)[C@H](CCC(=O)O)n3cc(C(N)Cc4ccc(O)cc4)nn3)CC2)nc(N2CCN(C(=O)[C@H](Cc3cc4ccccc4[nH]3)n3cc(C(N)CC(C)C)nn3)CC2)n1 (some centres undefined)	-4	-4

Next section
Structure	OXTR potentiator	CHO parental Ca
CN1CCN(S(=O)(=O)c2ccc(N(C)CC(=O)Nc3ccc(F)cc3)nc2)CC1	-16	-11
COc1ccc(CN(C)c2nc(-c3cccnc3)nc3ccccc23)cc1OC	-8	-18
CCOC(=O)CCCCC(=O)c1[nH]c(=O)[nH]c1CSc1nnc2c3cc(Br)ccc3n(C)c2n1	-5	-18
Cc1ccc(/C=C/C(=O)Oc2ccc(C#N)cc2)o1	-10	-15
Cn1c(N)c(C(=O)COC(=O)c2cc(-c3ccco3)nc3ccccc23)c(=O)n(Cc2ccccc2)c1=O	-11	2
CCOc1ccc(C(=O)N(CN2CCCC2=O)c2ccc(C)cc2)cc1	-6	-13
CCc1ccc(NC(=O)c2cc(Br)ccc2Br)cc1	1	-10
Cc1ccc(CNC(=O)c2sc3ccc(S(=O)(=O)N4CCCCC4)cc3c2N)cc1	-1	-15
CCC/C=C(\CCC)C(NC(=O)c1ccc(C(F)(F)F)cc1)c1ccccc1 (centres undefined)	-11	-11
O=C(CSc1nc2scc(-c3ccccc3)c2c(=O)[nH]1)NC1CCCCC1	-4	-12
